Screening data as filed in PubChem.
KCNH2 3.1 inh: qHTS for Inhibitors of KCHN2 3.1: Mutant qHTS | U2OS KCNH2 3.1, thallium flux FluxOr; stronger effect = lower value | activity change, % (tested at about 1.8 µM) | 340,000 tested, 0.95% active | AID 720553, 2013;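 active = maximum activity change below -70%; inconclusive = maximum activity change from -70% to -50%; inactive = maximum activity change above -50%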;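 note: thallium influx rate constant from kinetic fluorescence after stimulation buffer; % is set by controls: 0 for no effect and ±100 for the full control effect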
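We transduce U2OS cells with the mutant 3.1 virus, culture them overnight, load FluxOr with Red40 quencher for 45 min, then add stimulation buffer and read kinetically for 2 min to derive a normalized rate constant.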
Tb PFK inh: qHTS Assay to Find Inhibitors of T. brucei phosphofructokinase. ATP-dependent 6-phosphofructokinase (Trypanosoma brucei brucei), O15648. T. brucei PFK, ADP-Glo luminescence. Potency, µM (highest dose often 57.5 µM), for inactives: at the highest dose activity, negative = inhibition, hits mostly inhibitors. 330,000 tested, 0.17% active. AID 485367, 2010;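 note: potency is the fitted concentration of half-maximal effect; 0% = uninhibited 1x PFK enzyme wells and -100% = no-enzyme wells; nearly all actives have a fitted effect of over 60% in size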
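In TEA buffer at pH 8.0 with 5 mM MgCl2, enzyme (1.25 nM) converted F6P (0.5 mM) and ATP (0.1 mM) for 45 min at room temperature. ADP product was read by luciferase luminescence.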
Coupling enz: qHTS Assay for Inhibitors of Fructose-1,6-bisphosphate Aldolase from Giardia Lamblia: Coupling assay counterscreen; coupling enzyme system counterscreen, AmpLite Red fluorescence; activity change, negative = inhibition, % at 58.2 µM, hits read low; 290,000 tested, 0.67% active; AID 2472, 2010; in the data active = activity change below about -30%; note: % is set by controls: 0 for no effect and ±100 for the full control effect
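Fluorescence at 525 nm excitation and 598 nm emission measured inhibition of the coupled detection system without aldolase. Compounds (at 57.5 uM final) were preincubated 10 min at room temperature with coupling enzyme reagent before a 20 min substrate/AmpLite Red step.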
Gal4-VP16 FLuc: VP16 counterscreen qHTS for inhibitors of ROR gamma transcriptional activity | Drosophila S2 Gal4-VP16 UAS-luciferase, luminescence, 20 h | Potency, µM (doses to about 53.6 µM), for the others: at the highest dose activity, negative = inhibition, usual class: inhibitors | 310,000 tested, 3.5% active;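 note: Gal4-VP16 expression switched on by copper sulfate through the metallothionein promoter; potency is the fitted concentration of half-maximal effect; % is set by controls: 0 for no effect and ±100 for the full control effect; nearly all actives have a fitted effect of over 50% in size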
ELG1 genotox: qHTS screen for small molecules that induce genotoxicity in human embryonic kidney (HEK293T) cells expressing luciferase-tagged ELG1; HEK293T ELG1-luciferase reporter, luminescence, 16 h; AID 504466, 2011; 330,000 tested, 1.3% active; Potency, µM (doses to about 46 µM), for the others: at the top dose activity change, positive = activation, hits mostly activators; note: potency is the fitted concentration of half-maximal effect; % of control where 0% means no effect; nearly all actives have a fitted effect of over 60% in size
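16 hr compound incubation (37 °C, 5% CO2) of HEK293T cells carrying luciferase-tagged ELG1; luciferase then measured by ONE-Glo luminescence after 30 min at RT.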
RORgamma inh: qHTS for inhibitors of ROR gamma transcriptional activity; Nuclear receptor ROR-gamma (Mus musculus), P51450; Drosophila S2 Gal4-RORgamma UAS-luciferase reporter, 20 h; Potency, µM (titrated, usually from 53.6 µM), for inactives: at the highest dose activity change, negative = inhibition, usual class: inhibitors; 310,000 tested, 5.4% active; AID 2551, 2010; note: potency is the fitted concentration of half-maximal effect; % is set by controls: 0 for no effect and ±100 for the full control effect; nearly all actives have a fitted effect of over 60% in size
Target sequence (P51450 whole entry, looked up, the tested form may be a part): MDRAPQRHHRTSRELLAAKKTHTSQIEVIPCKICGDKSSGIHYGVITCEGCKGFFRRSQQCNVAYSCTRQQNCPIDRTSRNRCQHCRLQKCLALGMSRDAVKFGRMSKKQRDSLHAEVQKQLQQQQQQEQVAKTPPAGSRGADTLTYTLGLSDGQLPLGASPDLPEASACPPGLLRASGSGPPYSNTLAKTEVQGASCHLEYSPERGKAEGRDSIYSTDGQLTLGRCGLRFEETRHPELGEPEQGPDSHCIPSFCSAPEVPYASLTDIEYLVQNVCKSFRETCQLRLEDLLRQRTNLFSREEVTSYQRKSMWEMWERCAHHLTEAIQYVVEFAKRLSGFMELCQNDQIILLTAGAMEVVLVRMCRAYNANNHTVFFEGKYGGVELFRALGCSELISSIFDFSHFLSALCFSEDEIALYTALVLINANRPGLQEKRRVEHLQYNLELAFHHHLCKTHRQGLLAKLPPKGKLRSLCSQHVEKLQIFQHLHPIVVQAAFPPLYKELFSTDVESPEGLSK
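Schneider cells (Drosophila), stable Gal4 DBD–ROR gamma + UAS-luc; 1 hr cmpd preincubation; Cu2+ induction 700 uM final; 20 hr ambient; luminescence.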
FLuc modulator: qHTS profiling assay for firefly luciferase inhibitor/activator using purifed enzyme and Km concentrations of substrates (counterscreen for miR-21 project) | purified FLuc, Km substrates, luminescence inhibition | Potency, µM (titrated, usually from 57.5 µM), for inactives: at the highest dose activity change, negative = inhibition, most hits filed as inhibitors | 360,000 tested, 6.9% active | AID 588342, 2011;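 note: potency is the fitted concentration of half-maximal effect; plate controls were vehicle for no effect and reference inhibitor for full effect; nearly all actives have a fitted effect of over 55% in size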
Target sequence (P08659 whole entry, looked up): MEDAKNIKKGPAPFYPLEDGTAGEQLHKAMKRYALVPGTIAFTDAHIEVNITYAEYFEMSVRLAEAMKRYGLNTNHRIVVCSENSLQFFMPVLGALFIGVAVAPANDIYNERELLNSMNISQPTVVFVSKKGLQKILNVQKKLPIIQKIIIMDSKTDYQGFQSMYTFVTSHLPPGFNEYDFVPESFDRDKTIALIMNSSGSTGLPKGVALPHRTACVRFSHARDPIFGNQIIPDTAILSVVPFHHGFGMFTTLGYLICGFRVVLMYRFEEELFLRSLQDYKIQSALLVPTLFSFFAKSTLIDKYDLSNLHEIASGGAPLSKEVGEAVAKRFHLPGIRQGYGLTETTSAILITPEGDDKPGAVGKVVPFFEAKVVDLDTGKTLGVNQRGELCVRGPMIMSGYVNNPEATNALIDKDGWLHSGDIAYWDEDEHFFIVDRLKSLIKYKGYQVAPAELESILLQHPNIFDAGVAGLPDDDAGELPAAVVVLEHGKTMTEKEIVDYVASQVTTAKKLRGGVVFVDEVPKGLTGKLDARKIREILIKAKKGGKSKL
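Biochemical qHTS of compounds, final roughly 60 µM downward over six points, against 10 nM purified firefly luciferase using Km concentrations of substrates (10 uM D-luciferin, 10 uM ATP) in Tris acetate pH 7.5 buffer; luminescence output.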
uPA surface inh: qHTS for Inhibitors of Cell Surface uPA Generation | cell surface uPA generation assay, qHTS | Potency, µM (series often up to 38.3 µM), for the others: top-dose activity change, negative = inhibition, most hits filed as inhibitors | 330,000 tested, 0.31% active | AID 540303, 2011; active = well fitted inhibition curve with a large enough effect; inconclusive = small, poorly fitted or top-dose-only effect; inactive = no such curve, though single readings can be large or run the other way; tested in mouse RAW 264.7 cells; note: potency is the fitted concentration of half-maximal effect; % is set by controls: 0 for no effect and ±100 for the full control effect; nearly all actives have a fitted effect of over 55% in size
NPC1 prom act: qHTS Assay for NPC1 Promoter Activators; Potency, µM (titrated, usually from 9.22 µM), without a hit: top-dose activation, hits mostly activators; AID 485313, 2010; 320,000 tested, 2.4% active; Huh7 NPC1 promoter luciferase reporter, 24 h;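 note: potency is the fitted concentration of half-maximal effect; % of control where 0% means no effect; nearly all actives have a fitted effect of over 60% in size; reporter is driven by a mutant NPC1 promoter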
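Stable NPC1-promoter luciferase Huh7 line; cpd (DMSO) 24 h, 37 °C, 5% CO2; Amplite luciferase reagent 10 min RT; luminescence readout. qHTS format.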
Rab9 promoter act: qHTS Assay for Rab9 Promoter Activators; Huh7 Rab9 promoter-luciferase reporter, luminescence, 24 h; Potency, µM (doses to about 9.22 µM), for the others: at the top dose activation, negative = inhibition, actives largely listed as activators; 320,000 tested, 2.8% active; AID 485297, 2010; note: potency is the fitted concentration of half-maximal effect; % of control where 0% means no effect; nearly all actives have a fitted effect of over 60% in size
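Cell-based reporter: Huh7 stable for Rab9 promoter-driven luciferase, plated in reduced-serum medium with 10% FBS at 1500 cells/well, compound-treated 24 h at 37 °C, luminescence read after 10 min reagent.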
Giardia kill: Small Molecules that selectively kill Giardia lamblia: qHTS; 340,000 tested, 0.15% active; activity change, % at 7.66 µM, hits read low; Giardia lamblia trophozoite viability; in the data active = activity change below about -80%; inconclusive = between about -30% and that limit;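 note: parasites exposed to compound for two days anaerobically before the ATP read; % is set by controls: 0 for no effect and ±100 for the full control effect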
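Luminescence from cellular ATP indicates surviving trophozoites (100 cells/well) following 48 hrs anaerobic compound treatment at 37 deg C; signal develops 15-30 min at room temperature.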
* marks the source's active call; other numbers are inactive results; ? = inconclusive; nt = not tested or not shown; & = joins results of further samples; [ ] = remark or other dose. Unless noted, calls come from the whole dose curve; as a rule, active = well fitted curve in the direction sought with a large enough effect; inconclusive = small, poorly fitted or top-dose-only effect, or another doubt; inactive = no such curve, though single readings can be large; an effect the other way counts as inactive or inconclusive.

Each structure is followed by: Rab9 promoter act	Gal4-VP16 FLuc	Tb PFK inh	Giardia kill	NPC1 prom act	uPA surface inh	ELG1 genotox	FLuc modulator	KCNH2 3.1 inh	RORgamma inh	Coupling enz
O=C(CNC(=O)c1cccs1)NCC(=O)OCc1c(Cl)cccc1Cl
  11%	-5%	2%	8	2%	-4%	2%	-12%	6	21%	0
Cc1cc(NC(=O)c2ccc(F)cc2)ccc1NC(=O)c1ccco1
  ?	-1%	-18%	1	9%	0%	14%	17µM*	14	-15%	-7
CC12CCC(C(=O)Nc3ccccc3-n3cccc3)(CC1=O)C2(C)C (centres undefined)
  -6%	10%	20%	-25	-1%	0%	1%	3%	14	-17%	6
COc1cccc(C2C(C(=O)c3cccs3)=C(O)C(=O)N2c2cc(C)on2)c1 (centres undefined)
  0%	5%	0%	6	-3%	-2%	1%	-13%	6	21%	-22
COc1cccc(-n2nc(-c3ccnn3-c3ccc(F)cc3)c(=O)n(C)c2=O)c1
  13%	-9%	-3%	0	0%	7%	0%	-1%	-12	-3%	0
Cc1c(O)c(=O)ccn1Cc1ccccc1
  -18%	1%[10 µM]	-1%	-5	-1%	?	11%	-2%	-2	?	2&0
O=C(CCn1c(=O)oc2ccccc21)Nc1ccc2c(c1)OCCO2
  ?	-3%	0%	11	?	-14%	?	19µM*	9	43%	4
O=c1cc(CN2CCC3(CC2)OCCO3)c2c(ccc3ccccc32)o1
  2%	13%	-4%	10	-1%	-5%	-2%	-1%	-13	18%	-1
O=C(Nc1ccc(F)cc1)NC1CCCCCCC1
  ?	16%	0%	?	3.5µM*	4%	?	9.5µM*	5	?	2
COC(=O)C1=C(C)OC(N)=C(C#N)C1C1CCCCC1 (centres undefined)
  -3%	4%	0%	5	4%	-1%	-4%	-3%	-9	-12%	6
CCOc1ccc(NC(=O)CN(C)C(=O)c2ccccc2OCc2cccc(C)c2)cc1OCC
  1%	nt	9%	14	-9%	0%	-1%	10%	-7	nt	nt
O=C1c2ccccc2NC(c2ccccc2O)N1NS(=O)(=O)c1ccccc1 (centres undefined)
  -12%	4%	1%	0	0%	-2%	1%	-3%	0	-5%	0
COc1ccc(CCNC(=O)CCC(=O)c2cccs2)cc1OC
  0%	nt	0%	-15	1%	13%	-2%	1%	7	nt	nt
c1ccc(Cc2nnc3sc(-c4ccncc4)nn23)cc1
  -4%	-10%	-5%	-18	1%	nt	-6%	-2%	-30	1%	-1
CN(C)c1ccc(-c2ccc3c(=O)c4ccccc4n(C)c3c2)cn1
  2.2µM*	-4%	2%	?	2.5µM*	-18%	16µM*	4.8µM*	-3	?	-1
C=CCN(c1cccc(C(F)(F)F)c1)S(=O)(=O)c1cccc(C(=O)OCC(=O)NCCC)c1
  -2%	-3%	-8%	-12	-2%	1%	-1%	3%	5	1%	1
C=CCOc1ccc(/C=C/C(=O)OCC(=O)NCc2cccs2)cc1
  2%	nt	0%	-17	0%	10%	?	?	-8	nt	nt
COc1ccc(C(C(=O)Nc2ccc(C(C)C)cc2)N(C)C(=O)c2ccc(=O)[nH]c2)cc1 (centres undefined)
  1%	-2%	0%	2	0%	4%	-2%	3%	9	18µM*	0
O=C(CN1CCN(S(=O)(=O)c2ccc(Br)cc2)CC1)N/N=C/c1ccc(Br)s1
  -6%	8.9µM*	0%	17	-2%	10%	-14%	-9%	-76*	6.3µM*	2
CC(C)(C)c1nc(-c2ccccc2)nc2c1OCCC2
  3%	nt	-1%	5	-2%	11%	-3%	0%	14	nt	nt

(list continues)
Each structure is followed by: Rab9 promoter act	Gal4-VP16 FLuc	Tb PFK inh	Giardia kill	NPC1 prom act	uPA surface inh	ELG1 genotox	FLuc modulator	KCNH2 3.1 inh	RORgamma inh	Coupling enz
COc1ccc(S(=O)(=O)N2CCCCCC2)cc1C(=O)N1CCCCC1
  -1%	?	-1%	15	-6%	8%	?	17µM*	-2	1.4µM*	nt
CCOCC(O)CS(=O)Cc1ccccc1 (centres undefined)
  -10%	-3%	1%	-7	2%	5%	-1%	1%	0	-4%	1
CN1CCC(N(C)C(=O)c2ccc(Cl)c(S(=O)(=O)Nc3cc(Cl)ccc3Cl)c2)CC1
  -1%	nt	-9%	26	0%	-16%	5%	0%	2	nt	nt
CC(NCc1cccs1)C(=O)NC1CCCCC1 (centres undefined)
  -3%	-17%	-1%	1	-9%	-1%	4%	-6%	8	9%	-1
O=C(CN1CCN(Cc2ccccc2)CC1)NC(=O)NCc1ccco1
  3%	?	-26%	-13	9%	-2%	-5%	0%	-15	3%	3
Nc1nn(-c2cccc(F)n2)cc1-c1ccccc1
  0.63µM*	?	-13%	-8	2µM*	-10%	2.9µM*	3µM*	3	-39%	1
COc1ccc(-c2cc(C(F)(F)F)n3nc(C)cc3n2)cc1
  5%	-1%	-3%	10	-1%	-11%	-1%	-18%	-10	9%	0
CC1Cc2ccccc2N1C(=O)c1ccc2nccnc2c1 (centres undefined)
  -5%	3%	-10%	-28	-1%	-10%	-1%	1%	-7	15%	nt
Cc1cc(C)n(-c2nc(N(c3ccccc3)c3ccccc3)nc(-n3nc(C)cc3C)n2)n1
  -5%	5.6µM*	0%	4	-5%	nt	-11%	2%	14	5.6µM*	1
COc1cc(OC)cc(-c2nnc(SCC(=O)N3CCCCC3)o2)c1
  -1%	-1%	6%	-6	6%	-3%	7%	-1%	-2	4%	4
OCCCNC(=S)Nc1ccc(Nc2ccccc2)cc1
  2%	-13%	-1%	6	-1%	-3%	5%	4%	-2	6%	3
COc1ccc(Cc2nc3ccc(C(=O)NC(C)c4cn(C)nc4C)cc3o2)cc1 (centres undefined)
  -1%	-7%	3%	6	1%	3%	-9%	-4%	-20	40%	nt
Cc1ccc(N(CC(N)=O)C2SC(=O)NC2=O)cc1 (centres undefined)
  -8%	-18%	0%	-15	-1%	9%	0%	1%	7	17%	4
COCCCn1c(CCC(=O)O)ccc1-c1ccc(F)cc1
  -4%	?	0%	-8	-4%	9%	0%	6%	0	?	8
CC12CCC(c3nnc(SCC(=O)Nc4cccc5ccccc45)nc31)C2(C)C (centres undefined)
  -5%	1%	-8%	3	2%	-1%	-1%	3%	-3	-4%	0
CC(NC(=O)COC(=O)c1ccc[nH]c1=O)c1ccccc1 (centres undefined)
  nt	nt	0%	-3	nt	2%	-1%	nt	0	nt	nt
COC(=O)c1ccc(OS(=O)(=O)N(C)C)cc1
  ?	27%	-2%	4	29%	-2%	?	?	-11	?	1
O=C(CN1C(=O)c2ccccc2S1(=O)=O)Nc1ccccc1
  ?	-9%	-3%	4	?	4%	0%	-13%	8	-18%	0
CC(=O)c1cc(C#N)c(SCC(=O)OC(C)C)nc1C
  1%	1%[0.365 µM]	1%	7	1%	-27%	20%	?	-1	-43%	2
CC(C)(Cc1ccc(O)cc1)NC(=O)CC(=O)N/N=C/c1ccc([N+](=O)[O-])cc1
  18%	7%[10 µM]	-1%	-30	-3%	4%	-5%	-1%	-14	29%	-4

The listing continues:
Each structure is followed by: Rab9 promoter act	Gal4-VP16 FLuc	Tb PFK inh	Giardia kill	NPC1 prom act	uPA surface inh	ELG1 genotox	FLuc modulator	KCNH2 3.1 inh	RORgamma inh	Coupling enz
O=C(CNC(=O)C1CCCCC1)Nc1cc(Cl)cc(Cl)c1
  -9%	2%[0.365 µM]	1%	1	1%	4%	-4%	2%	-5	24%	0
COc1cc(C(=O)NCc2nnc(SCC(=O)Nc3cc(C)on3)o2)cc(OC)c1OC
  1%	-1%	-5%	15	1%	1%	6%	4%	-14	6%	-1
NS(=O)(=O)c1ccc(NC(=O)COC(=O)COc2ccc3ccccc3c2)cc1
  -2%	-1%	6%	-2	2%	-11%	0%	?	-8	0%	-6
CC(NC(=O)c1cccc(S(=O)(=O)N2CCN(C)CC2)c1)c1ccc(Cl)cc1Cl (centres undefined)
  -8%	nt	-3%	11	-3%	-13%	-6%	-1%	-2	nt	nt
COCCN1CCc2[nH]c(=S)[nH]c(=O)c2C1
  -5%	-5%	-9%	1	1%	2%	0%	5%	-33	10%	-1
COc1ccc(-n2c(=O)c3c4c(sc3n3c(=S)[nH]nc23)CCC4)cc1
  2%	-13%	0%	-20	0%	7%	3%	0%	-3	11µM*	1
OCC(O)CN(c1ccccc1)c1ccccc1 (centres undefined)
  -4%	-5%[10 µM]	-5%	0	-1%	0%	3%	1%	3	3%	1
CC(=O)c1ccc(NC(=S)N2CCC(Cc3ccccc3)CC2)cc1
  14%	-4%	1%	-17	-3%	-2%	-1%	?	-4	20%	4
